Compound activity deposited in PubChem BioAssay by Broad Institute.
INS-1E GSIS act – primary screen for activators of insulin secretion dependent on glucose, INS-1E cells, GLuc reporter luminescence; hit rate 0.61% among 370,000; INS-1E GLuc reporter insulin secretion, 2-3 h; activation, % at 16.6 µM; AID 743287;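 active = lowest replicate activation of at least 40%, so every replicate reaches that level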;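 also: 0% = median of neutral control wells and 100% = median of IBMX positive control wells; some compounds called inactive have numbers as strong as hits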
Cneo AK release – Cryptococcus neoformans lysis via adenylate kinase release | AID 651654 | C. neoformans lysis, adenylate kinase release luminescence, 4 h; normalised: neutral wells 0, clomiphene wells 100 | lysis activity, % at 15 µM | hit rate 0.2% among 360,000;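 active = mean lysis activity across replicates of at least 80%, whatever share of replicates individually reach that level; inactive = mean lysis activity below 80%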
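Schedule: static 4 h at 37 °C with compound, 1 h detection; system: C. neoformans cells; benchmarks: Clomiphene as positive control; buffer or medium: fresh YPD medium; measure: luminescence rise reflecting yeast cell lysis; measured by: luminescent adenylate kinase detection reagent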
miR-122 sensor – miR-122 inhibition in Huh7 cells; Huh7 miR-122 Renilla luciferase sensor, 48 h; neutral wells = 0, positive control = 100; activation (reporter increase), % at 12.5 µM; hit rate 0.3% among 340,000;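 active = mean replicate activation score at least 90 and every replicate individually at or above 90; inconclusive = only one of the two criteria met; inactive = neither criterion met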;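 also: higher luciferase means less miR-122 activity so hits act as miR-122 inhibitors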
PglD DTNB – inhibitors of Campylobacter jejuni PglD acetyltransferase; hit rate 0.098% among 360,000; inhibition, % at 12.5 µM; purified PglD enzyme, DTNB colorimetric CoA detection; AID 602405; in the data active = inhibition above about 16%, passing the limit was not always enough; inconclusive = no clear call, values can overlap the other calls; also: strong numbers were not always called active
CFTR F508del cor – correctors of CFTR F508del function in bronchial epithelial cells; CFBE cells, YFP halide quenching; stimulated with forskolin plus potentiator P3; % fluorescence drop versus neutral controls; activity (quench increase), % at 7.58 µM; hit rate 0.36% among 350,000; AID 720511;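 active = mean added fluorescence quench of at least 8% versus neutral control, with both replicates also reaching 8%; inconclusive = only one of the mean or replicate conditions met; inactive = mean below 8% and not both replicates reaching 8%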;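 also: cells transiently co-express mutant CFTR-F508del with the halide-sensitive YFP; corrector assay measuring rescue of mutant channel to the surface after 24 h compound exposure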
Statin myotox sup – protects C2C12 myotubes from simvastatin toxicity; ATP luminescence, 48 h; scaled: DMSO 0, geranylgeraniol control 100; rescue of ATP level, % at 7.49 µM; hit rate 0.78% among 330,000; AID 602340;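 active = mean ATP rescue above about 67%, or every replicate alone reaching that limit, limit read from the data, passing the limit was not always enough; inconclusive = no clear call, values can overlap the other calls; inactive = mean under the limit and some replicate under it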;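 also: myotubes were challenged with 10 µM simvastatin during compound exposure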
PGC1a acetyl inh – PGC1a acetylation modulation, inhibitor mode; U2OS PGC1a acetylation, AlphaScreen anti-acetyl-lysine; with virally co-expressed GCN5 acetyltransferase; inhibition, % at 15.6 µM; hit rate 0.17% among 350,000;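 active = every replicate shows inhibition of at least 40%; inconclusive = mean inhibition at least 40% but some replicate below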;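 also: 0% = neutral control wells and 100% = positive control wells; some results beyond the cut were filed as inactive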
FN deposit inh – fibronectin deposition inhibition. hit rate 0.086% among 350,000. AID 743247. AH1F fibroblasts, Alexa488-fibronectin deposition fluorescence, overnight. inhibition, % at 12.6 µM;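 active = mean inhibition across replicates of 30% or more, regardless of how many single replicates reach that level; inconclusive = mean under 30% yet at least half of replicates reach 30%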;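 also: positive control wells lacked labelled fibronectin entirely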
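Material: AH1F fibroblasts assembling fluorescent fibronectin matrix; amount: 10000 AH1F cells/well; medium: DMEM, 2% serum; reagent: Alexa488-fibronectin, 24 nM final in well; dosing: single compound dose, delivered by pin transfer; incubation: 1 h adhesion, overnight exposure; detection: fluorescence after three HBSS washes, excitation 485 nm, emission 525 nm; measure: fibronectin deposition inhibition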
* hit, by the source's call; ? = inconclusive; . = not tested or not shown; [ ] = another dose, or the depositor's remark.

entry	Compound	INS-1E GSIS act	Cneo AK release	miR-122 sensor	PglD DTNB	CFTR F508del cor	Statin myotox sup	PGC1a acetyl inh	FN deposit inh
1	Cc1ccc(-c2nnn(CC(=O)N(Cc3ccccc3)C(C(=O)NC3CCCC3)c3ccncc3)n2)o1 (stereo unspecified)	.	-3.3	-3.0	9.7	1.6	-3.6	-7.9	.
2	O=C(C1CCN(S(=O)(=O)c2cnc[nH]2)CC1)N(CCc1ccccc1)Cc1ccccc1	-3.5	-2.0	.	0.2	0.1	.	.	-8.8
3	Cc1ccc2c(CC(=O)NNC(=O)c3ccncc3)coc2c1	4.4	-0.2	-0.5	1.6	0.9	7.7	7.5	-1.3
4	O=C(NCc1ccccc1Cl)c1ccc(NC2=NC3CS(=O)(=O)CC3S2)cc1 (stereo unspecified)	.	1.0	.	0.0	-1.7	2.9	.	-6.4
5	CC1CCCC(NS(=O)(=O)c2cc3c(cc2Cl)NC(=O)CO3)C1C (stereo unspecified)	-19.1	1.5	26.2	-7.1	-1.5	-2.5	.	8.8
6	CCOC(=O)CCn1nc(-c2ccc(Cl)cc2)cc1N	.	-1.5	-9.6	1.1	.	-3.6	4.8	.
7	O=C(c1ccco1)N1N=C(c2ccco2)CC1c1ccc(Cl)cc1Cl (stereo unspecified)	8.4	4.2	.	.	0.2	-13.8	.	-3.7
8	Oc1ccccc1/C=N/n1c2ccccc2c2ccccc21	-0.5	0.8	2.2	-3.3	-4.3	19.0	10.8	.
9	Oc1ccc(-c2nc3ccccc3nc2-c2ccccc2)cc1	-17.6	-3.8	2.8	1.0	-3.0	-1.5	-1.2	4.4
10	O=C(CSC1CCCCC1)N1CCN(c2ccccc2)CC1	.	3.4	0.5	11.4	.	13.5	2.2	.
11	O=[N+]([O-])c1cccc(S(=O)(=O)N2CCCCC2c2cccnc2)c1 (stereo unspecified)	.	1.2	-1.2	1.4	-5.0	-7.5	0.1	.
12	COc1cc(NC(=O)Cn2cnc3c(NCc4ccccc4)ncnc32)cc(OC)c1OC	17.2	-2.6	4.0	2.7	0.0	0.2	-10.0	8.4
13	C=C(Cl)COC(=O)[C@H]1C2C=CC(C2)C1C(=O)O (stereo partly specified)	.	-1.0	-2.0	1.6	.	1.6	3.9	1.0
14	O=C(Nc1ccccc1)N[C@H]1CC[C@H](CCn2cc(C3(O)CCCC3)nn2)O[C@@H]1CO	-12.6	65.1	.	-1.3	-3.4	-4.9	-0.5	4.5
15	COc1ccc(CC(=O)O)cc1O	12.6	2.0	1.0	-3.7	1.6	3.4	6.7	0.6
16	Cn1c(SCc2nc(-c3ccccc3)no2)nnc1-c1cccs1	.	8.1	-7.3	4.1	.	-1.7	.	-4.3
17	COCC(=O)N1CCC(Oc2ccc(C(=O)NC(C)c3nccs3)cc2)CC1 (stereo unspecified)	-10.3	-0.3	6.9	3.6	-1.1	.	-7.6	-3.4
18	C=CCNC(=S)NNC(=O)c1cccnc1	-10.5	0.0	-3.0	0.2	0.0	.	2.1	-6.8
19	COc1ccc(C(=S)N2CCN(c3cccc(Cl)c3)CC2)c(OC)c1	-5.8	.	53.6	.	?	.	-29.6	16.3
20	Cc1ccc(SCc2[nH]nc3c2C2(C(=O)Nc4ccc(F)cc42)C(C#N)=C(N)O3)cc1 (stereo unspecified)	.	-1.3	-9.3	-1.9	.	.	-5.6	2.9
21	Cc1c(C(=O)OCC(=O)Nc2ccc(N3CCOCC3)cc2)oc2ccccc12	17.8	0.4	.	4.3	-0.7	8.9	-19.0	-10.1
22	COc1ccc(NC(=O)Nc2ccc3c(c2)C(=O)N([C@@H](C)CO)C[C@@H](C)[C@@H](CN(C)Cc2ccc(-c4ccccc4)cc2)O3)cc1	-8.9	-5.0	-0.1[16.7 µM]	-2.5	2.2	-87.8	-4.9	.
23	COc1cccc2sc3ccc(NCCC4CCCN4C)cc3c(=O)c12 (stereo unspecified)	.	0.5	.	2.0	1.5	6.8	.	1.1
24	CC1CCCN(C(=O)COc2ccc(-c3ccccc3)cc2)C1 (stereo unspecified)	-23.7	3.5	-1.6	-0.4	-0.5	-0.1	3.8	19.0
25	Cc1ccc(C)c(OCCCNC2CCCC2)c1C	7.5	1.4	0.8	-6.0	-0.3	-3.5	.	-12.2
26	O=C(NCCCc1ccccc1)c1ccc(-n2cncn2)c([N+](=O)[O-])c1	-5.7	-0.7	-3.7	2.7	4.4	-23.0	2.2	.
27	COc1cc(NC(=O)CN(C)S(=O)(=O)c2ccc3nc(C)sc3c2)cc(OC)c1	4.3	1.6	-4.2	1.3	0.8	11.8	0.6	2.8
28	C[C@@H]1CN([C@@H](C)CO)C(=O)c2cccc(NC(=O)Nc3ccc(F)cc3)c2O[C@@H]1CN(C)C(=O)Nc1ccc(F)cc1	-14.8	-2.8	-4.0[16.7 µM]	6.2	2.5	-6.3	0.3	.
29	COC(=O)c1ccc([C@H]2C=C(C(=O)O)O[C@@H](OCc3ccc(CO)cc3)C2)cc1	.	1.6	-4.3	2.8	0.5	-6.6	5.4	5.0
30	O=C1CCC[C@@H]2[C@H]3CCC[N+]4([O-])CCC[C@@H](CN12)[C@@H]34 (stereo partly specified)	.	-1.5	0.3	-5.5	2.9	-6.1	.	6.2
31	O=C(c1ccncc1)N1N=C(C2CC2)CC1(O)C(F)(F)F (stereo unspecified)	0.5	.	.	.	1.1	.	11.6	0.4
32	O=C1CC2(CCN(C(=O)COc3ccc(F)cc3)CC2)Oc2ccccc21	1.9	2.6	3.1	-2.5	0.2	10.2	-1.9	1.0
33	CC(C)NC(=O)c1nc2ccccc2s1	4.2	-1.6	0.3	1.3	.	-4.0	8.1	3.4
34	O=[N+]([O-])c1cccc(N(CC2CO2)S(=O)(=O)c2ccccc2)c1 (stereo unspecified)	19.7	-0.1	-0.3	4.0	0.8	15.2	.	-6.0
35	COc1ccc(S(=O)(=O)N(C)C[C@H]2OCCCC[C@H](C)Oc3ccc(NS(=O)(=O)c4c(C)noc4C)cc3C(=O)N([C@@H](C)CO)C[C@H]2C)cc1	-19.1	0.0	-5.8[16.7 µM]	0.7	4.8	.	2.3	-7.7
36	Cc1ccc(NC(=S)NC(=O)c2ccccc2)cc1NC(=S)NC(=O)c1ccccc1	8.0	0.6	.	-5.7	-2.7	-0.8	.	-3.5
37	CCc1cnc(N2[C@H](C#N)[C@@H](c3ccc(C#CC(C)C)cc3)[C@H]2CO)s1	-5.2	0.0	.	-0.1	-0.8	28.8	-9.6	-0.5
38	Nc1c(S(=O)(=O)c2ccccc2)cnc2c(-c3ccc(F)cc3)cnn12	.	-1.7	-7.1	1.5	.	-19.1	-13.5	-6.0
39	CCN(CC)S(=O)(=O)c1ccc(N(C)C)c(NC(=O)CC(NC(C)=O)c2ccccc2)c1 (stereo unspecified)	.	0.8	-2.1	-4.2	.	-4.0	-9.9	.
40	CC1(C(=O)NS(=O)(=O)Cc2ccccc2)CCN1C(=O)C1(c2ccc(Cl)cc2)CCC1 (stereo unspecified)	24.5	0.2	-17.9	4.5	-1.9	6.5	.	.
41	C[C@@H]1CN([C@H](C)CO)C(=O)c2cccc(NS(=O)(=O)c3ccc(F)cc3)c2O[C@H]1CN(C)Cc1ccncc1	34.2	-0.1	-4.2[16.7 µM]	-1.8	1.7	-13.0	-2.9	.
42	COc1cccc(C(CC(=O)Nc2cccc3ccccc23)NC(=O)c2ccccc2)c1 (stereo unspecified)	2.4	2.3	2.9	2.6	.	38.7	.	0.7
43	COc1ccc(C(CNC(=O)c2cc3ccccc3o2)N2CCCCC2)cc1 (stereo unspecified)	-11.1	-0.6	-2.7	-4.8	0.9	2.6	1.5	1.5
44	O=C(NCC(c1cccs1)N1CCOCC1)c1ccc(Cl)cc1 (stereo unspecified)	-12.9	14.4	-4.2	-2.6	-1.7	6.6	6.8	8.5
45	CCCNC(=O)N1C[C@H](C)[C@@H](OC)CN(C)C(=O)c2cc(NS(=O)(=O)CC(F)(F)F)ccc2OC[C@H]1C	-6.7	-3.9	.	-1.4	0.2	0.6	-3.8	.
46	Fc1ccc(-c2cc(C(F)(F)F)nc(NCc3cccs3)n2)cc1	35.7	-1.5	7.1	-0.7	.	11.9	0.7	.
47	Nc1ccc2nc(CN3CCOCC3)[nH]c2c1	.	-0.1	-4.5	.	.	-0.7	2.7	.
48	O=C(Nc1cccnc1)c1cc(-c2ccccc2)on1	.	-2.4	-1.8	-4.9	.	14.3	5.7	5.8
49	CN(C(=O)CSc1nc(O)cc(=O)n1C1CCCC1)c1ccccc1	-3.2	0.7	0.5	7.2	-1.7	0.8	7.3	1.8
50	c1ccc(Cn2ncc3c(Nc4ccccc4)ncnc32)cc1	-1.5	-0.9	3.6	-0.7	0.8	5.9	.	-3.9
51	CO[C@H]1CN(C)C(=O)c2cc(NC(=O)C3CC3)ccc2OC[C@H](C)N(C(=O)C2CCCCC2)C[C@@H]1C	-1.9	.	.	.	-1.9	.	-1.4	-0.1
52	Cc1n[nH]c(C)c1CCc1nc2c3ccccc3nc(SCC(N)=O)n2n1	.	-4.3	-4.6	8.7	.	-3.5	-4.1	4.4
53	COCc1cn(CC[C@@H]2CC[C@@H](NC(=O)Nc3ccc(OC)cc3)[C@@H](CO)O2)nn1	5.1	0.3	.	2.0	1.7	-1.0	9.4	.
54	CCOC(=O)c1sc2ncn(CC(=O)N(CC)CC)c(=O)c2c1C	-5.5	-4.8	0.3	1.3	0.1	-1.7	10.1	.
55	Cc1ccc2cc3c(nc2c1)OCC3	13.2	.	3.0	.	0.1	-10.1	11.0	-29.0
56	CCOC(=O)N1CCN(c2c(NCCc3ccc(C)cc3)c(=O)c2=O)CC1	11.3	1.1	-5.1	3.8	2.8	-10.0	-2.0	-9.4
57	CCOc1cccc(CN2CCN(c3cccc(C(F)(F)F)c3)CC2)c1O	.	1.6	0.2	-0.3	.	-0.7	-13.4	.
58	Cn1cc(C(=O)NCc2ccccc2F)cn1	10.6	2.9	-2.7	0.8	.	.	1.3	-2.5
59	CO[C@@H]1CN(C)C(=O)c2ccc(NC(=O)c3ccc(F)cc3)cc2OC[C@@H](C)N(C(=O)CC2CC2)C[C@H]1C	-8.7	-3.3	.	4.5	0.9	3.7	2.1	-7.2
60	O=C(CN(C(=O)CNC(=O)c1ccco1)c1ccc(F)cc1)NC1CCCC1	6.7	1.8	2.2	2.8	1.8	-5.5	-4.8	-4.1

Limited to miR-122 sensor and PglD DTNB, for 2 of the compounds above:
entry	smiles	miR-122 sensor	PglD DTNB
55	Cc1ccc2cc3c(nc2c1)OCC3	3.0	.
56	CCOC(=O)N1CCN(c2c(NCCc3ccc(C)cc3)c(=O)c2=O)CC1	-5.1	3.8

Rows were taken by chance, and some 2.1% of all compounds hit somewhere here.
